GRK2 aptamer HTS: blocks RNA aptamer binding to human GRK2 | bead flow cytometry, FAM-aptamer displacement from GRK2 | actives 0.59% (n = 330,000) | inhibition of aptamer binding, % at 10 µM;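 active = inhibition of aptamer binding above 40%, roughly 3 SD of noise, on plates passing a quality check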;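 also: median bead fluorescence of bound FAM aptamer so fluorescent compounds give negative values; no value below 0 was filed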
GASC-1 inh: inhibitors of human GASC-1 (JMJD2C) demethylase | GST-JMJD2C(1-420) H3K9me3 demethylation, DELFIA europium | Q9H3R0 | inhibition, % at 2.35 µM | AID 2099 | actives 0.069% (n = 330,000);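 active = more than half of a compound's replicate wells show inhibition beyond 50%, single wells judged on their own value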;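 also: signal counts dimethyl H3K9 product captured on neutravidin plate; 0% = median of DMSO wells and 100% = 0.3 times that DMSO median; strong numbers were not always called active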
Target sequence (Q9H3R0 1-420 limits assumed): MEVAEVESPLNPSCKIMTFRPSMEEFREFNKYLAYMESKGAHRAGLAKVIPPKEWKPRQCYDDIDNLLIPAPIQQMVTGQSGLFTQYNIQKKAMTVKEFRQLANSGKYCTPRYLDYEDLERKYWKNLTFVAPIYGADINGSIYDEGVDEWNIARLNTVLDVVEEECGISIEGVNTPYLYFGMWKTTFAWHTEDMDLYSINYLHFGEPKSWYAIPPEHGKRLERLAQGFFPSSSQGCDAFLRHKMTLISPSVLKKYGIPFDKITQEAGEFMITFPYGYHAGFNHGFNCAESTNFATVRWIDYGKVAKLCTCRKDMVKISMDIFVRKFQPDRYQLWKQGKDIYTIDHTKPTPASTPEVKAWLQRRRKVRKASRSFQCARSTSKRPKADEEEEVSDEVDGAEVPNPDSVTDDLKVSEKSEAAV
proCasp3 act: activators of human procaspase-3. AID 463141. activation, % at 8.5 µM. actives 0.11% (n = 330,000). P42574. recombinant procaspase-3 D3A, Ac-DEVD-pNA absorbance 405 nm;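 active = activation above the mean of all tested compounds plus 3 SD, cut at about 21% in these data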;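 also: 0% = DMSO alone and 100% = DMSO wells spiked with extra 5 µM PC-3 D3A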
Target sequence (P42574 whole entry D9A/D28A/D175A): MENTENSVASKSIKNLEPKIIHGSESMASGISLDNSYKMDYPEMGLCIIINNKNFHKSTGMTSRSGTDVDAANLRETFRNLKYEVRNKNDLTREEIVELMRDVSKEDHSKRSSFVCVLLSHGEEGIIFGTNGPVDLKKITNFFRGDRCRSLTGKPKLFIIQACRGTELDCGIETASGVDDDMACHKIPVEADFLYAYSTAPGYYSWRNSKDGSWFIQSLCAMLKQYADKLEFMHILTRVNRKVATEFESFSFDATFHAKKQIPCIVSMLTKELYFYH
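Test system: Procaspase-3 D3A mutant; medium: Zinc-free HEPES/NaCl buffer with 0.01% Triton X-100 at pH 7.4; reagent: DEVD-pNA substrate; doses: one concentration, 8.5 µM nominal, 0.8% DMSO; times: 1 h preincubation plus 2 h reaction at 25 °C; signal: Epi-absorbance at 405 nm of released p-nitroaniline, 0 and 120 min; replicates: singlicate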
proCasp7 act: counter-screen for procaspase-3 activators: activators of human procaspase-7. recombinant procaspase-7, Ac-DEVD-pNA absorbance 405 nm; D23A/D198A/D206A triple mutant, cannot self-cleave; scale: DMSO 0, 5 µM enzyme 100. AID 463210. activation, % at 8.5 µM. actives 0.093% (n = 330,000);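 active = percent activation above the screen-wide mean plus 3 SD, cut at about 25% in these data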
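Assay system: Uncleavable procaspase-7 mutant enzyme; Input: 2 µM procaspase-7 mutant as dispensed; Also added: DEVD-pNA substrate; Medium: Zinc-free HEPES pH 7.4 with 300 mM NaCl, 0.01% Triton X-100; Timing: 1 h compound preincubation, 2 h substrate cleavage, 25 °C; Measured by: Epi-absorbance of released pNA at 405 nm, two timepoints.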
PP5 primary: blocks human protein phosphatase 5 activity; P53041; purified PP5c, OMFP substrate fluorescence; inhibition, % at 6.7 µM; actives 0.18% (n = 320,000);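 active = inhibition above the campaign's mean inhibition across all tested compounds plus 3 SD, cut at about 9.5% in these data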;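 also: 0% = DMSO only and 100% = 100 µM cantharidin control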
HCV core dimer: HCV core protein dimerization inhibition | actives 0.33% (n = 300,000) | inhibition, % at 5 µM | TR-FRET GST/Flag-core106 dimerization, 1536-well;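 active = inhibition above the mean of all tested compounds plus 3 SD, set per screening campaign, cut at about 45% in these data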
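System: GST/Flag-tagged HCV core106 proteins. Incubation: compound-protein-antibody incubation 4 h at 22.5 °C. Technique: HTRF with 340 nm excitation, 617/671 nm emission. Medium: KF-containing HEPES buffer, pH 7.45, DTT, CHAPS, BSA. Read-out: inhibition (%) from 671 over 617 nm ratio. Also added: Eu(K)-anti-GST 90 ng/mL plus XL665-anti-Flag 1 µg/mL.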
PP1 inh: blocks human PP1-alpha phosphatase, a PP5 counter-screen. P62136. purified PP1alpha, OMFP fluorescence. inhibition, % at 6.7 µM. actives 0.9% (n = 320,000). AID 2235;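 active = inhibition above the mean inhibition of all tested compounds plus 3 SD, computed separately for each screening campaign, cut at about 15% in these data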
Fh CTSL1 inh: blocks F. hepatica cathepsin L1 in PFM18AAP counter-screen | recombinant F. hepatica cathepsin L1, Z-Leu-Arg-MCA fluorescence | inhibition, % at 5.96 µM | actives 0.49% (n = 300,000);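 active = inhibition above the mean of all tested compounds plus 3 SD, set per screening campaign, cut at about 17% in these data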;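 also: 0% = plate median of test compound wells and 100% = 1 µM Z-Phe-Ala-diazomethylketone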
VLA-4 inh: inhibition in a human VLA-4 binding assay; P13612; actives 0.2% (n = 330,000); inhibition, % (about 7 µM as worked out from the volumes in the protocol); VLA-4 expressing cells, ligand binding flow cytometry; in the data active = inhibition above about 50%
Starred values were filed as active, the others as inactive; · = not tested or not shown.

SMILES	GRK2 aptamer HTS	GASC-1 inh	proCasp3 act	proCasp7 act	PP5 primary	HCV core dimer	PP1 inh	Fh CTSL1 inh	VLA-4 inh
COc1ccc(-c2cc3ccc(OCc4nn[nH]n4)cc3oc2=O)cc1OC	2.0	2.2	-4.8	11.5	0.0	-0.1	-1.3	2.5	6.7
CCn1cc(C(=O)NN)c(=O)c2cc(F)c(N3CCN(C)CC3)cc21	0.0	31.9	0.1	-1.9	1.3	6.7	1.4	8.2	11.6
CCOc1ccc(C(=O)NCCN2CCOCC2)cc1	4.0	1.0	12.1	-3.8	-0.9	-1.5	-2.2	-0.9	5.8
CCOc1ccc2nc(NCCNS(=O)(=O)c3ccccc3)c(C#N)cc2c1	2.0	-0.5	27.3*	0.6	1.5	2.5	-1.0	5.2	-12.4
Cc1cc(C)c(C)c(S(=O)(=O)N2CCN(CC(=O)Nc3sccc3C#N)CC2)c1C	0.0	-3.9	-3.8	10.8	3.9	-13.4	12.9	-4.2	3.6
Cc1nn(-c2ccc(N3CCOCC3)nn2)c(C)c1CCC(=O)N1CCN(C)CC1	0.0	2.0	8.2	-8.2	0.3	-0.1	-1.8	-4.4	-6.5
Cc1cc(=O)[nH]c(N/N=C/c2ccc(C)o2)n1	6.0	12.4	-12.2	4.0	-3.2	-5.7	-3.0	4.5	1.1
CCC(C)CCN1C(N(C)C)=NC[C@@H]1Cc1ccccc1 (stereo not given in full)	0.0	-3.5	-1.8	-12.2	3.1	-1.9	-2.6	-1.7	37.0
COc1ccccc1OCC(=O)N1CCN(C(=O)COc2ccccc2OC)CC1	0.0	7.1	5.3	-5.6	1.1	12.2	-0.2	-2.8	-0.3
CN1CCN(c2ccc([N+](=O)[O-])cc2NC(=O)c2ccccc2)CC1	3.0	7.7	-4.8	-3.0	0.9	-0.1	-4.9	-0.4	11.3
CCOc1ccc(NC(=O)c2ccc(NC(=S)NC3CC3)cc2)cc1	0.0	8.0	-0.8	3.5	1.5	12.2	-2.6	-1.2	9.0
O=C(CCc1ccc(S(=O)(=O)N2CCOCC2)cc1)OCC(=O)c1ccccc1	3.0	0.2	0.0	6.2	·	·	·	·	1.3
O=C(Nc1ccc(F)cc1)C(Cc1ccccc1)n1cccc1 (stereo not given)	1.0	4.6	6.1	4.8	1.9	-1.1	0.3	-2.1	3.2
CC(=O)Nc1nnc(SCC(=O)NCC2CCCO2)s1 (stereo not given)	1.0	-1.7	-0.6	5.8	3.8	4.8	-0.9	-0.4	-9.6
COc1ccccc1C(=O)Nc1c2c(nn1-c1ccc([N+](=O)[O-])cc1)CS(=O)(=O)C2	0.0	10.8	-1.6	2.2	1.6	-5.2	-0.8	-1.7	13.4
CC(=O)N1N=C(c2ccccc2)OC1(C)CC(=O)Nc1ccccc1 (stereo not given)	1.0	3.0	0.7	0.2	-2.3	-8.0	-3.5	0.2	-4.2
CC/C(=N\NC(=O)c1c(C)nc2ccccn12)c1ccccc1	2.0	3.8	6.5	-8.0	2.0	-0.9	3.6	1.5	15.4
CCOC(=O)c1c(-c2ccccc2)csc1NC(=O)c1cccc(N2C(=O)CCC2=O)c1	3.0	1.1	1.1	4.8	5.4	14.2	-2.7	2.1	-2.6
O=C(Nc1nc2c(Cl)cccc2s1)c1ccc(Br)o1	0.0	-3.1	-2.8	5.7	3.0	0.6	3.5	1.3	2.4
Cc1cccnc1	0.0	-5.9	-0.3	4.5	1.8	·	-3.0	·	0.2
COc1ccccc1N1CCN(C2CCCN(C(=O)c3ccsc3)C2)CC1 (stereo not given)	0.0	-9.0	-1.0	-15.7	2.4	4.4	-0.8	-1.5	-2.8
NS(=O)(=O)c1ccc(NC(=O)NC2CCCCC2)cc1	3.0	-14.9	-3.0	3.2	0.1	-6.8	0.2	1.1	7.6
Cc1cc(C)cc(NC(=S)NCc2ccc3[nH]c4c(c3c2)CCCC4)c1	2.0	-11.0	14.6	10.2	2.5	7.1	-1.8	3.0	32.6
CC(NC(=O)OC(C)(C)C)C(=O)NC(CCC(=O)OCc1ccccc1)C(N)=O (stereo not given)	0.0	7.4	2.3	-0.8	-5.7	-0.7	0.3	15.6	0.5
Cc1ccc(C(=O)COC(=O)c2cc(Cl)nc3ccccc23)cc1	0.0	25.0	4.3	14.9	2.8	2.6	0.7	0.5	14.8

Just proCasp3 act, for some of the entries so far:
| SMILES | proCasp3 act |
| --- | --- |
| CCOc1ccc2nc(NCCNS(=O)(=O)c3ccccc3)c(C#N)cc2c1 | 27.3* |
| Cc1cc(C)c(C)c(S(=O)(=O)N2CCN(CC(=O)Nc3sccc3C#N)CC2)c1C | -3.8 |
| Cc1nn(-c2ccc(N3CCOCC3)nn2)c(C)c1CCC(=O)N1CCN(C)CC1 | 8.2 |

In the list so far, two contain fluorine:
SMILES	GRK2 aptamer HTS	GASC-1 inh	proCasp3 act	proCasp7 act	PP5 primary	HCV core dimer	PP1 inh	Fh CTSL1 inh	VLA-4 inh
CCn1cc(C(=O)NN)c(=O)c2cc(F)c(N3CCN(C)CC3)cc21	0.0	31.9	0.1	-1.9	1.3	6.7	1.4	8.2	11.6
O=C(Nc1ccc(F)cc1)C(Cc1ccccc1)n1cccc1 (stereo not given)	1.0	4.6	6.1	4.8	1.9	-1.1	0.3	-2.1	3.2

(cont.)
SMILES	GRK2 aptamer HTS	GASC-1 inh	proCasp3 act	proCasp7 act	PP5 primary	HCV core dimer	PP1 inh	Fh CTSL1 inh	VLA-4 inh
Nc1cc(=O)[nH]c(SCC(=O)Nc2cc(S(=O)(=O)N3CCCCCC3)ccc2Cl)n1	4.0	1.9	2.9	9.2	·	·	·	·	0.0
COc1ccc(-c2nnc3sc(C4CCCCC4)nn23)cc1OC	0.0	1.1	2.5	2.2	1.3	5.1	1.4	5.1	1.8
CNC(=S)N1N=C(c2ccc(Br)cc2)CC1c1ccc(OC)cc1 (stereo not given)	2.0	-2.1	-3.2	-6.7	4.2	-70.0	9.9	0.4	4.9
COc1ccc(CCC(=O)NCCS(=O)(=O)N2CCN(c3ccc(F)cc3)CC2)cc1	3.0	11.3	-4.4	4.8	-5.1	-4.8	-3.4	1.8	0.3
CN(CC(=O)N1CCCCC1)S(=O)(=O)c1cccc2nsnc12	0.0	-30.2	3.7	6.2	-0.7	2.8	0.2	9.3	9.5
CCOc1ncccc1C(=O)OCc1ccc(C(=O)OC)cc1	0.0	-2.1	-0.6	1.6	0.9	11.2	-1.4	-0.3	1.1
CN1CCN(C(=S)NC(=O)c2cccc(S(=O)(=O)N(C)C)c2)CC1	0.0	-4.2	-6.7	-6.8	-0.4	-4.0	2.2	-2.6	5.8
O=C1NC[C@H](c2ccccc2)OC(=O)[C@H](Cc2ccc(F)cc2)CC/C=C/C[C@@H]1CC(=O)N(CCO)Cc1ccccc1	1.0	·	4.6	9.0	·	·	·	·	-3.4
Fc1ccccc1NC(=S)Nc1cccnc1	0.0	1.9	-15.9	-21.7	2.8	-4.4	-4.5	0.1	17.7
O=C(NCc1ccccn1)c1nc(Cn2ccc([N+](=O)[O-])n2)no1	0.0	2.5	3.8	-0.3	2.5	-1.2	-1.8	-2.4	18.7
CC(=O)NCCC(=O)Nc1nc(-c2ccc3c(c2)OCCO3)cs1	2.0	39.0	2.8	-7.3	-0.6	4.4	-6.7	2.1	-16.6
O=C(CCC1CCN(C(=O)c2cc(C(F)(F)F)ccc2Cl)CC1)NC1CC1	0.0	2.3	-1.3	0.2	0.6	-13.0	-1.6	2.6	13.0
CCCOc1ccccc1NC(=O)c1ccc([N+](=O)[O-])cc1	0.0	-9.7	-0.6	1.2	2.9	2.1	-1.4	-0.1	21.7
O=[N+]([O-])c1ccc2c(c1Nc1ccccc1Cl)=NC1(CCCCC1)N=2	3.0	6.0	-2.7	-6.8	-0.1	-8.1	0.0	0.1	16.8
CCC(C)(C)C1CCC2(CC1)NC(CO)(CO)CO2 (stereo not given)	0.0	9.0	-1.9	1.4	-1.2	-0.4	-5.8	-5.9	1.0
Cc1ccccc1NC(=O)Cc1nc(COC(=O)c2cccc(O)c2)cs1	0.0	-3.9	2.9	-3.7	0.3	·	-4.7	·	0.9
O=C(CCc1ccccc1)Nc1ccc(NC(=O)C2CC2)nc1	0.0	1.7	-5.3	-1.9	-7.3	3.2	-5.5	6.2	2.2
CCc1noc(C)c1C(=O)N1CCN(S(=O)(=O)c2ccc(C(C)=O)cc2)CC1	0.0	-9.8	-4.3	-0.4	2.4	0.0	-0.7	2.4	22.3
CCOc1ccccc1N1CC(C(=O)Nc2cc(Cl)ccc2C)CC1=O (stereo not given)	0.0	-16.9	3.6	-3.8	2.5	3.4	1.2	1.0	10.8
CCc1ccc(NC(=S)NCc2ccccc2)cc1	2.0	-13.6	0.1	5.4	1.2	-0.5	-1.0	1.7	1.4
Cc1nc2cc(C(=O)OCC(=O)Nc3ccc(C#N)cc3)ccc2n1-c1ccccc1	0.0	-0.7	5.9	6.8	0.6	21.8	1.6	1.8	30.4
CSc1cccc(NC(=O)CCc2ccccc2)c1	2.0	-7.2	-0.1	-2.4	1.2	-6.2	-0.7	-1.8	-0.2
C/C(CC(=O)Nc1cccnc1)=N\NC(=O)C(=O)NC(C)C	1.0	-15.7	3.9	5.9	0.6	-3.3	-2.9	-3.1	-7.2

Compound activity: PubChem BioAssay, several laboratories

Rows were taken by chance; any-hit rate near 2.6%.
